TRAIL sens C8: caspase-8 TRAIL sensitization | NB7+C8 cells + TRAIL, ATPlite viability luminescence | inhibition (viability loss, TRAIL sensitization), % at 10 µM | 360,000 compounds, 1% hits | AID 624354;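 active = compounds causing at least 50% loss of cell viability in the single-dose screen, relative to plate controls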
NCOA1 inh: human NCOA1 inhibition. Q15788. HEK293 GAL4-SRC1 luciferase reporter, luminescence. inhibition, % at 3.6 µM. 360,000 compounds, 0.12% hits;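 active = inhibition above the campaign mean plus 3 SD, with each screening campaign given its own cutoff, cut at about 60% in these data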;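 also: 0% = DMSO treated cells and 100% = gossypol at 36 µM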
NR2F2 inh: inhibitors of human COUP-TFII (NR2F2); HEK293T NGFI-A luciferase reporter, luminescence; inhibition, % at 8.6 µM; 370,000 compounds, 0.7% hits; AID 686940;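 active = inhibition above a per-plate cutoff, mean inhibition of test wells between control levels plus 3 SD, cut at about 38% in these data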;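 also: cells cotransfected with COUP-TFII expression vector driving the NGFI-A reporter; 0% = median of COUP-TF2 test wells and 100% = reporter-only cells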
Target sequence (P24468 whole entry, looked up): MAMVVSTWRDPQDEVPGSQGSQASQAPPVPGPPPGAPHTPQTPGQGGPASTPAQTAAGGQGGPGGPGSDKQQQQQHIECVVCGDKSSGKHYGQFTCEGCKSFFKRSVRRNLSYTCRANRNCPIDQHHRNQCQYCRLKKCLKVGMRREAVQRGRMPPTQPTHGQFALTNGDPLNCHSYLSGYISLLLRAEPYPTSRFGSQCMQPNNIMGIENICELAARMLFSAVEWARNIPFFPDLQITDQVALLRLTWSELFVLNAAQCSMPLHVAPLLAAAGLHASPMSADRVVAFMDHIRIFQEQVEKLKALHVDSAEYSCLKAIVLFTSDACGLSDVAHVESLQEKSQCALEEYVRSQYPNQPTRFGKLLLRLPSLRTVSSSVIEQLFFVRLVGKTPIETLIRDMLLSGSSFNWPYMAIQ
CF NFkB block: blocks PAF-induced NF-kB reporter in cystic fibrosis cells | KKLEB NF-kB-GFP reporter, GFP fluorescence overnight | inhibition, % at 5 µM | 360,000 compounds, 0.86% hits | AID 588850;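 active = at least 50% inhibition at 5 µM, scaled per plate between neutral and stimulator controls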;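 also: PAF is a Pseudomonas aeruginosa culture filtrate used as stimulus; plate controls were PAF-stimulated DMSO wells for no effect and unstimulated DMSO wells for full effect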
KKLEB cytotox: counter-screen for CF NF-kB inhibitors: cytotoxicity. KKLEB CF airway cells viability, ATPlite luminescence, overnight; hits give low values; cells stimulated with P. aeruginosa culture filtrate. activity change (cytotoxicity), % at 5 µM. 360,000 compounds, 0.36% hits. AID 602141;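 active = corrected activity change at or below -50% at 5 µM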
TWEAK Fn14 block: TWEAK-Fn14 signaling inhibition. TWEAK-stimulated Fn14 reporter cells, luciferase luminescence, 8 h. inhibition, % at 10 µM. 360,000 compounds, 2% hits. AID 1159606; in the data active = inhibition above about 50%
LMP1 NFkB inh: inhibitors of Epstein-Barr LMP1-induced NF-kappaB reporter. LMP1-induced NF-kappaB luciferase reporter cells, luminescence. inhibition, % at 12.5 µM. 350,000 compounds, 0.69% hits. AID 504558; in the data active = inhibition above about 41%;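 also: 0% = neutral control wells and 100% = reference inhibitor control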
LRH-1 inv ag: NR5A2 inverse agonism in reporter assay; O00482; HEK293T StAR-luciferase reporter, LRH-1 transfected, 24 h; inhibition, % at 3.6 µM; 360,000 compounds, 0.13% hits; AID 602396;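 active = inhibition above the mean inhibition of all tested compounds plus 3 SD, cut at about 73% in these data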;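 also: 0% = DMSO wells and 100% = reporter-only cells lacking LRH-1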
Target sequence (O00482 whole entry, looked up): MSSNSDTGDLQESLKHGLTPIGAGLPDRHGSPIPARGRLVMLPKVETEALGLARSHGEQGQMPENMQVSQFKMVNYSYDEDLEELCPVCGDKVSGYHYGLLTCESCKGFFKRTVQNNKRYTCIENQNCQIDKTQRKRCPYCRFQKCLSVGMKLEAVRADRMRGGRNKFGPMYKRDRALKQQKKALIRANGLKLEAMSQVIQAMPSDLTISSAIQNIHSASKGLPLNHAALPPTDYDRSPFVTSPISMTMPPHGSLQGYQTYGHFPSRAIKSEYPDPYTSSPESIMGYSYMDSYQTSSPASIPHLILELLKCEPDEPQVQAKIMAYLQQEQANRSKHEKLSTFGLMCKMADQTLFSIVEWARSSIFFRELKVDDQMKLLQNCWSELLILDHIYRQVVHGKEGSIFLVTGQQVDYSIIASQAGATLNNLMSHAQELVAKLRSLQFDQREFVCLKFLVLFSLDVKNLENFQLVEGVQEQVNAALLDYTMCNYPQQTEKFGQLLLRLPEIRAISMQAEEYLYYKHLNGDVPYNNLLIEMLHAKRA
TROY signal inh: TROY signaling inhibition; Q293 LMP1-TROYcd NF-kB luciferase reporter, 4 h; inhibition, % at 10 µM; 360,000 compounds, 0.98% hits; AID 1347056;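 active = compounds whose plate-normalised and pattern-corrected inhibition of the luciferase reporter signal at the single screening dose is 50% or more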
NCOA3 inh: human NCOA3 inhibition; Q9Y6Q9; HEK293 GAL4-SRC3 luciferase reporter, luminescence; inhibition, % at 3.6 µM; 360,000 compounds, 0.17% hits;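 active = inhibition above a per-campaign cutoff, the mean of all compounds plus 3 SD, cut at about 60% in these data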;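 also: 0% = DMSO-treated cells and 100% = gossypol-treated cells at 36 µM; higher means less SRC3-driven luciferase light from the GAL4 reporter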
SRC2 inh: inhibits human steroid receptor coactivator 2 | Q15596 | HEK293 GAL4-SRC2 luciferase reporter, luminescence | inhibition, % at 9 µM | 370,000 compounds, 0.17% hits | AID 651957;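 active = inhibition above the mean inhibition of all tested compounds plus 3 SD, set per campaign, cut at about 52% in these data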;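 also: 0% = DMSO treated cells and 100% = cells given Gossypol at 36 µM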
* hit, by the source's call; nt = no result given.

Structure	TRAIL sens C8	NCOA1 inh	NR2F2 inh	CF NFkB block	KKLEB cytotox	TWEAK Fn14 block	LMP1 NFkB inh	LRH-1 inv ag	TROY signal inh	NCOA3 inh	SRC2 inh
Cn1cccc1C(=O)NCC1COc2ccccc2O1 (configuration not stated)	-1.8	-77.2	-14.8	20.1	-12.8	-19.2	-24.9	-112.9	-2.5	-78.6	-60.9
CCN(C1CCS(=O)(=O)C1)S(=O)(=O)c1cc(C)ccc1C (configuration not stated)	8.5	3.6	7.2	-26.4	4.5	-6.8	1.6	3.9	14.6	23.3	-10.5
COC(=O)c1ccccc1NC(=O)CN(c1c(C)cccc1C)S(C)(=O)=O	2.1	2.7	-24.2	-0.8	11.8	11.4	-3.3	-12.9	-2.1	0.3	-55.9
COC(=O)NC(NC(=S)Nc1cccc(C)c1)C(Cl)(Cl)Cl (configuration not stated)	-4.4	-0.3	-0.5	-7.3	-8.4	12.6	7.2	-13.0	6.1	22.9	-3.6
O=C(COC(=O)c1ccc([N+](=O)[O-])cc1)NCCC1=CCCCC1	5.8	-2.4	0.4	-22.7	11.1	6.2	-1.5	-0.6	-1.5	-52.5	2.4
CCN(C(=O)COC(=O)c1ccco1)c1c(N)n(Cc2ccccc2)c(=O)[nH]c1=O	5.6	-5.8	-8.0	-16.7	6.0	-0.8	-12.8	15.1	-0.5	8.5	-6.1
O=C(CSc1nnc(-c2ccccn2)n1Cc1ccccc1)Nc1ccc2c(c1)OCO2	-3.6	5.2	14.3	1.3	4.4	9.3	1.8	28.1	4.9	12.1	4.4
CCOc1ccccc1OCCOc1ccc(F)cc1	-9.2	0.8	7.9	4.2	-2.4	-10.8	-8.2	0.6	3.7	12.3	-49.0
COc1ccc(Cl)cc1NC(=O)CN(C)C(=O)Cc1n[nH]c(=O)c2ccccc12	6.8	-7.7	-5.4	-8.0	9.9	-12.9	-8.5	6.5	-24.7	8.7	18.9
Brc1ccccc1Cn1c(-c2cncs2)nc2ccccc21	5.9	5.6	6.7	-29.8	-5.8	-58.9	-15.1	14.8	23.4	5.0	-4.3
COc1ccc(NS(=O)(=O)c2cc(NC(=O)c3ccc(Cl)cc3)ccc2N2CCOCC2)cc1	28.4	9.2	-19.3	42.2	-34.0	23.2	14.2	-1.2	15.3	14.4	-1.8
O=C(NNS(=O)(=O)c1ccccc1)C1CC(c2cccnc2)=NO1 (configuration not stated)	-7.1	-7.2	-11.0	0.8	-2.7	-0.3	-5.1	1.6	-0.9	5.2	-25.5
COc1ccc(NC(=O)NNC(=O)COc2ccc3cc(Br)ccc3c2)cc1	8.1	-57.5	-29.4	-35.0	14.7	-16.3	-5.4	-9.8	6.0	-4.4	-12.8
CC(C)(C)c1csc(Sc2ncccc2[N+](=O)[O-])n1	-7.2	-46.0	-0.9	-12.5	2.4	0.5	2.4	18.7	-28.9	4.7	-17.7
Nc1n[nH]c(N)c1N=Nc1ccccc1	-3.6	-0.3	0.9	21.4	-11.7	21.7	4.2	-23.5	-8.2	6.0	-12.9
COc1ccccc1NC(=O)COC(=O)COc1ccccc1F	3.3	-6.9	-10.1	-8.3	19.5	7.9	-6.9	4.5	-1.3	9.3	15.1
N#Cc1nc(Cc2cccc3ccccc23)oc1N1CCOCC1	-7.2	-13.2	nt	18.2	-8.1	-15.4	-18.7	2.8	6.7	4.1	nt
CCCCNC(=O)C[C@@H]1C[C@@]2(C(=O)OC)CCCCC=C2N(Cc2ccccc2)C1=O	-11.8	nt	1.6	nt	nt	4.8	nt	-13.7	-2.0	nt	15.2
COc1ccc(OCc2cccc(C(=O)Nc3ccc(CN4CCCCC4)cc3)c2)cc1	12.6	-162.8	-40.9	17.1	-20.5	-39.1	9.3	-200.7	-99.3	-86.8	-82.0
O=C1NC[C@H](c2ccccc2)N(CCc2cc(C(F)(F)F)cc(C(F)(F)F)c2)C1=O	3.7	-2.3	14.2	1.7	13.6	2.6	-15.0	1.1	-19.9	9.7	-8.0
O=C(CSc1nc2nc(-c3cccs3)cc(C(F)(F)F)c2c(=O)[nH]1)Nc1c(F)c(F)c(F)c(F)c1F	-0.8	-20.2	7.0	31.7	-22.6	65.5*	11.1	20.7	57.4*	8.4	3.0
CCOC(=O)C1(CC2CCCCO2)CCN(Cc2ccccc2-c2ccco2)CC1 (configuration not stated)	7.7	-2.6	-2.5	9.1	-6.3	6.2	2.2	1.4	19.2	17.4	1.1
CC(=O)N(CCN1CCOCC1)Cc1cc2cc3c(cc2nc1Cl)OCO3	-2.0	-12.7	-2.7	15.4	-1.5	2.3	-2.2	-22.3	-8.2	12.2	7.3
Nc1ccc(C#Cc2ccc3sc4ccccc4c(=O)c3c2)cc1	16.8	-70.3	-67.7	27.1	-29.9	-13.7	6.3	-10.4	-74.3	-86.4	-35.5
O=C(Cn1nnc(-c2ccccc2)n1)NCc1ccc2c(c1)OCO2	-0.8	6.6	-3.5	-5.7	14.1	-2.5	-3.0	-21.8	-11.7	6.0	2.0
O=C(CCNC(=O)c1ccco1)NC(Cc1c[nH]c2ccccc12)C(=O)O (configuration not stated)	-10.1	-41.6	7.2	8.9	7.9	9.0	-9.4	8.7	16.1	14.6	3.1
Fc1cccc(/C=N/Nc2ccccn2)c1	-12.2	-87.1	-25.3	-25.6	12.1	-3.8	-17.1	-79.9	-55.0	-69.8	-44.9
O=C(O)CC(NC(=O)C12CC3CC(CC(C3)C1)C2)c1cccc([N+](=O)[O-])c1 (configuration not stated)	9.3	-4.5	-1.9	-3.0	2.5	14.4	-9.7	11.9	-12.1	5.0	2.8
COc1cccc(CNC(=O)C2CCN(c3cnccn3)CC2)c1	2.5	11.7	3.5	-18.5	12.4	11.3	-13.7	8.6	14.8	-23.8	0.9
CCOc1ccc(C(=O)NCC(=O)Nc2ncccc2C)cc1OCC	2.2	-13.6	-17.9	0.8	-8.8	8.8	-0.4	9.4	15.0	-12.6	-15.6

(listing goes on)
Structure	TRAIL sens C8	NCOA1 inh	NR2F2 inh	CF NFkB block	KKLEB cytotox	TWEAK Fn14 block	LMP1 NFkB inh	LRH-1 inv ag	TROY signal inh	NCOA3 inh	SRC2 inh
CC(=O)N(Cc1cc(=O)[nH]c2ccccc12)c1ccc(C)cc1	2.4	-7.7	-3.5	-1.4	-0.9	10.8	32.7	16.2	6.3	-24.7	0.4
COc1ccc(C2OC(=O)Cc3cc(OC)c(OC)cc32)cc1 (configuration not stated)	-2.8	-12.4	-2.9	12.4	-11.1	-3.2	0.2	-7.1	-10.9	10.9	-1.9
Cn1c(NCc2cccnc2)nc2cc(-c3ccc(F)cc3)sc2c1=O	12.2	-35.2	-30.4	2.3	-21.5	-37.1	nt	-51.4	-56.8	-78.3	-50.7
CC(C)(C)c1ccc(Oc2ncccc2NC(=O)c2cccs2)cc1	30.3	19.2	-9.2	12.2	-14.6	-24.6	6.2	9.8	-5.5	13.0	-7.5
O=C(CNCc1ccccn1)Nc1ccc([N+](=O)[O-])cc1C(=O)Nc1ccccc1F	24.4	-10.3	-15.5	-1.5	-1.2	-9.1	-4.5	14.1	-3.1	-18.2	-9.5
COc1ccc(S(=O)(=O)NCCC(=O)NC2CCCCCCC2)cc1	3.6	13.2	4.4	2.0	3.8	5.5	-16.5	-0.1	6.6	3.4	-16.7
CCc1nc2ccc(C(=O)N3CCN(C(=O)c4ccco4)CC3)cn2c1N(C)Cc1ccc(OC)cc1	-7.9	8.0	-0.5	22.6	-18.7	-2.1	nt	-4.8	3.1	12.3	10.0
O=C1Nc2cc(C(=O)NCCCN3CCOCC3)ccc2S/C1=C/c1cccc(Cl)c1	17.1	-7.3	-12.2	-5.0	-10.9	-19.5	3.0	-2.7	48.6	1.1	-10.6
Cc1cc(C(=O)NNC(=O)c2cccc([N+](=O)[O-])c2)n[nH]1	-4.8	-30.4	1.5	13.4	9.4	-11.3	2.0	13.6	-10.0	-15.6	-2.0
CCNC(=O)CN1C(=O)NC(CCc2ccccc2)C1=O (configuration not stated)	-23.2	11.3	-3.6	9.4	-1.0	4.6	-1.4	1.9	9.5	-1.7	-23.2
Cc1ccc(NC(=O)CN(C)C(=O)c2ccccc2Cc2ccccc2)cc1	-4.9	-6.0	-1.4	17.8	3.4	3.5	-4.8	9.0	-3.7	2.0	14.8
Cc1nn(C)cc1CNC(=O)Nc1ccc(Cl)c(Cl)c1	1.1	-52.8	-57.6	-5.0	2.3	-23.3	-29.8	-110.5	-28.1	-56.6	-64.0
Cc1ccc(C(=O)N/N=C2\SCC(=O)N2c2cc(C)ccc2C)cc1	3.5	-4.0	2.5	-0.2	2.3	-3.7	1.6	-26.2	-5.3	-24.6	-31.3
CCOC(=O)C1(CC2CCCCO2)CCN(S(=O)(=O)c2ccccc2)CC1 (configuration not stated)	-2.3	-1.7	-6.0	-0.4	8.5	10.3	1.5	4.0	-4.9	16.3	-11.3
CC(Sc1nnc(CC(C)c2ccccc2)n1N)C(N)=O (configuration not stated)	11.7	-6.4	16.2	-17.5	2.9	15.4	-7.9	-10.2	-12.1	9.5	3.8
CCOCCCNC(=O)C1CCN(C(=O)Nc2ccc(C)cc2)CC1	-1.6	-1.0	-7.7	9.2	-10.6	-13.8	-3.4	10.7	-28.3	4.1	22.7
COc1ccccc1NS(=O)(=O)c1cc(C(=O)NCCC(C)C)ccc1F	-1.6	8.0	2.1	2.3	14.0	8.6	-3.3	-13.2	9.9	1.7	-1.5
Cc1nc2ccc(S(=O)(=O)N(C)CC(=O)NCc3ccc4c(c3)OCO4)cc2s1	-4.5	-9.4	-7.4	6.7	-3.1	-6.0	1.8	-2.1	-41.0	2.7	-6.2
OCC1OC(c2ccc(OCc3ccccc3)cc2OCc2ccccc2)C(O)C1O (configuration not stated)	0.6	4.1	-12.1	16.9	-7.7	10.6	6.0	-5.4	0.0	-43.5	-49.2
O=C1Cc2cc(S(=O)(=O)Nc3ccc(N4CCOCC4)cc3)ccc2N1	3.5	-2.5	-4.5	-4.4	-2.3	-2.2	0.8	-1.7	-6.8	-4.2	-29.2
COCCn1c(SCC(=O)N2CCCc3ccccc32)nnc1-c1ccco1	-1.8	13.5	-1.7	0.7	8.0	-3.2	-0.4	7.2	14.9	-6.5	-8.3
COc1cccc(C(=O)Nc2c3c(nn2-c2cccc(C)c2C)CS(=O)(=O)C3)c1OC	-7.8	11.7	-14.1	15.3	-33.8	-13.6	11.4	2.9	1.5	-5.4	-4.3
CN(C)/N=C/c1cn(-c2ccccc2)nc1-c1cccnc1	-2.5	4.4	-1.4	1.1	0.1	16.5	3.2	19.0	7.7	9.9	-1.8
CC1CC(C)CN(CCCNC(=O)c2ccc3nc(N4CCCCC4)sc3c2)C1 (configuration not stated)	4.3	-52.6	-12.1	16.7	-17.3	-3.6	-35.3	-100.7	-46.8	-38.0	-61.9

Results in TROY signal inh and NCOA3 inh, for some of the entries so far:
SMILES	TROY signal inh	NCOA3 inh
O=C1Nc2cc(C(=O)NCCCN3CCOCC3)ccc2S/C1=C/c1cccc(Cl)c1	48.6	1.1
Cc1cc(C(=O)NNC(=O)c2cccc([N+](=O)[O-])c2)n[nH]1	-10.0	-15.6

Source: PubChem
